# ROC1-CUL1 inh: inhibitors of human ROC1-CUL1 ubiquitin ligase activity; in vitro K48 di-Ub FRET, acceptor:donor ratio, 45 min; 140,000 compounds, 0.6% hits; inhibition, % at 10 µM; in the data active = inhibition above about 25%
# Target sequence (P62877 whole entry, looked up): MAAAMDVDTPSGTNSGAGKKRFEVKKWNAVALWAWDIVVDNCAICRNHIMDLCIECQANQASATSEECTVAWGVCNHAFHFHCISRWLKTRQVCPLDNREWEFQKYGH
# Target sequence (Q13616 whole entry, looked up): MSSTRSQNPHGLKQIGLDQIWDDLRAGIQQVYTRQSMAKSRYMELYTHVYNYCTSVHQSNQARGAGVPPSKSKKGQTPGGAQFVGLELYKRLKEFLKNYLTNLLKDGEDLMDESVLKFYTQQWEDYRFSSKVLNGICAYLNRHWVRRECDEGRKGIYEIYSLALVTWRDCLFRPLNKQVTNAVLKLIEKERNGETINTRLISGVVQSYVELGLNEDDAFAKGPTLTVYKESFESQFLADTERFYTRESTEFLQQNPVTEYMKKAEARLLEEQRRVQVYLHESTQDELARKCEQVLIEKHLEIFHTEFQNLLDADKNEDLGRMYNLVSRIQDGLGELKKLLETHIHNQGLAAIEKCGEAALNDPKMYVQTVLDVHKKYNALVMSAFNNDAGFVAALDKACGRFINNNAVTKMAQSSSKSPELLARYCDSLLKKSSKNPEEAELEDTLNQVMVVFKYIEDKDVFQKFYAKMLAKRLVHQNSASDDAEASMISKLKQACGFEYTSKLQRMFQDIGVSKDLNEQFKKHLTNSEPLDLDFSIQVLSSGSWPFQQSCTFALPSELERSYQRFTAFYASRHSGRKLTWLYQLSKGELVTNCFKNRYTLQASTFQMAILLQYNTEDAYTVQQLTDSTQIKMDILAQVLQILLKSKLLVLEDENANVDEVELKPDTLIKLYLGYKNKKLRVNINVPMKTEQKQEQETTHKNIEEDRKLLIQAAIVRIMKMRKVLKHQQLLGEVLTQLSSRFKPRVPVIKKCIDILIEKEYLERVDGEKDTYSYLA
# An asterisk follows results filed as active.
ROC1-CUL1 inh,compound
-3.4,Cc1cccc(OCC(=O)Nc2c(C(=O)N3CCN(c4ccccc4)CC3)oc3ccccc23)c1
1.8,O=C1c2ccccc2C(=O)N1CN(CCc1ccccc1Cl)CN1C(=O)c2ccccc2C1=O
11.7,COc1cccc(-n2ccn(CC(=O)NCc3ccc(C)cc3)c(=O)c2=O)c1
10.9,COCCN(C(=O)c1coc(CN2CCN(c3ccccc3F)CC2)n1)C(C)C
-3.1,COc1ccc(Cl)cc1-n1nnc(-c2nc(-c3ccccc3)no2)c1C
0.6,O=C(Nc1ccccc1C(F)(F)F)N1CC=C(c2c[nH]c3ccccc23)CC1
-7.7,O=C(Nc1cccc(C(F)(F)F)c1)C1CN(S(=O)(=O)c2ccccc2)CCN1S(=O)(=O)c1ccccc1 (stereo unspecified)
-4.7,O=C(CN1CCN(c2ccccc2)CC1)Nc1ccc(OC(F)(F)Cl)cc1
3.0,O=C(NCC1CCCN(CC#Cc2ccccc2)C1)c1cccnc1 (stereo unspecified)
0.0,COc1ccc(C2C(C)C(N3CCN(c4ccc(OC)cc4)CC3)NS2(=O)=O)cc1 (stereo unspecified)
9.3,CCOc1ccc(C2C(C(=O)c3ccc(OCC(C)C)c(C)c3)C(=O)C(=O)N2CCN(C)C)cc1 (stereo unspecified)
8.0,O=C(Nc1cccnc1Cl)c1cc(Br)ccc1Br
-2.1,Cc1cccc(Cc2cnc(NC(=O)c3ccc4c(c3)CC(c3ccccc3)OC4=O)s2)c1 (stereo unspecified)
1.9,CC(NC(=O)Cn1cnc([N+](=O)[O-])n1)c1ccccc1 (stereo unspecified)
1.9,COc1cccc(NC(=O)CN(CCc2ccccc2)S(=O)(=O)c2ccc(Cl)cc2)c1
5.8,CCCN1CCC(NC(=O)c2ccccc2OC)CC1
-9.1,COCCN(Cc1cnc(SC)nc1)CC1CCCN(C2Cc3ccccc3C2)C1 (stereo unspecified)
-1.9,COc1ccc(-c2noc(C(C)n3nc(C)c([N+](=O)[O-])c3C)n2)cc1 (stereo unspecified)
0.5,COCCNC(=O)C1CCN(c2nc(C)c3ccccc3n2)CC1
11.8,CC(=O)c1cc(-c2ccccc2)n(CCC(=O)Nc2nc3c(C)cccc3s2)c1C
7.2,COc1ccc(/C(C)=N\N2CCN(Cc3ccccc3Cl)CC2)cc1OC
-3.7,Cc1ccc(NC(=O)CS(=O)(=O)c2nc(-c3ccc(C)cc3)cn2-c2ccc(C)cc2)cc1
1.0,CCCCSCCCNC(=O)C1CCN(Cc2nc(-c3cccc(Br)c3)oc2C)CC1
-1.3,COc1ccc(S(=O)(=O)N2CCN(C)CC2)cc1C(=O)N1CCCC1
0.3,O=C(C1CCOCC1)N1CCC2(CCCN(Cc3ccccc3F)C2=O)C1 (stereo unspecified)
8.0,CN(C)S(=O)(=O)NC1CC(=O)N(C2CCCCCC2)C1 (stereo unspecified)
-0.3,COc1ccc(NC(=O)CN2C(=O)C(c3ccc(C)cc3)=NC23CCCCCC3)cc1Cl
-9.2,CCn1cc(C(=O)OCC(=O)Nc2cccc(C(C)=O)c2)c(=O)c2ccc(C)nc21
-1.3,O=S1(=O)N=C(c2ccccc2)c2ccccc2N1
-9.7,O=c1[nH]c(C2CCCN(S(=O)(=O)c3ccccc3Cl)C2)nc2c1nnn2Cc1ccc(OC(F)(F)F)cc1 (stereo unspecified)
1.2,CCN(CC)C(=O)C1CC(=O)OC1(C)C (stereo unspecified)
-0.2,CCOc1cc2c(cc1OCC)C(CC(=O)O)N(C(=O)Nc1ccc(Br)c(C)c1)CC2 (stereo unspecified)
-0.4,Cc1cc(C)c(NC(=O)CSc2ccc(-c3sc(-c4ccccc4)nc3C)nn2)c(C)c1
8.4,Cn1nnnc1Sc1ncccc1C(=O)Oc1ccc(F)cc1
7.3,O=C1CCC(C(=O)NCc2cccnc2N2CCc3ccccc3C2)=NN1
-7.4,O=c1[nH]c(-c2cccnc2)nc2scc(-c3ccc(Cl)cc3)c12
-15.3,Cc1ccccc1-c1nnc(CN2CCN(c3cc(Cl)ccc3C)CC2)o1
-5.3,CC(=O)c1ccc(-c2nnc(CCC(=O)N3CCCCC3c3ccccn3)o2)s1 (stereo unspecified)
-1.7,CCc1ccc(NC(=O)CN2C(=O)CCSc3ccc(S(=O)(=O)N4CCCC4)cc32)cc1
-3.1,CCn1nc(-c2ccccc2)c(-c2ccccc2)c(C(=O)OCCOC)c1=O
2.8,C/C(=N\NC(=O)C1C2CCCCC21)C1CC1 (stereo unspecified)
4.1,O=C(O)c1ccccc1C(=O)c1nc(-c2ccccc2)no1
-2.8,CCc1ccc(S(=O)(=O)c2cn(CC(=O)Nc3ccc(C)cc3)c3ccccc3c2=O)cc1
1.2,Cc1ccccc1NC(=O)c1c(C)oc2ccc(O)c(CN(C)Cc3ccccc3)c12
-4.2,O=C(CCCc1ccccc1)Nc1ccnn1C1CCN(C(=O)C2CC2)CC1
-1.8,Cc1cccc(NC(=O)c2cc3c(=O)n4ccccc4nc3n2C)c1C
8.7,O=C(CN(C1CCCCC1)S(=O)(=O)c1ccc(Br)cc1)N1CCN(c2ccccc2)CC1
7.5,CCn1c(COc2ccc(OC)cc2)nnc1SCC(=O)Nc1cccc(Cl)c1C
-1.5,CCc1ncc(CN2C[C@H](O)[C@@H](N3CCOCC3)C2)cn1
-5.1,CC(=O)Cn1c2ccccc2n2nc(CCC(=O)O)c(=O)nc12
4.0,CCSc1nc2scc(-c3ccc(Cl)cc3)c2c(=O)[nH]1
2.0,CCCNC(=O)c1ccc2nnsc2c1
-4.1,CNc1cc(S(=O)(=O)NC)ccc1OC
-7.0,Cc1nc2cc(NC(=O)NC3CC3)ccc2n1C
-2.1,CC(C)N1C(=O)S/C(=C/c2ccc(N3CCOCC3)cc2)C1=O
5.4,Cc1cc(C)c2c(NC(=O)c3ccccc3Cl)c(C(=O)Nc3ccc(C)c(C)c3)sc2n1
-4.9,CCn1c(SCC(C)=O)nc2sc(C)c(C)c2c1=O
0.2,CNC(=O)c1cc(S(=O)(=O)NCc2ccco2)ccc1C
0.3,Cc1cc(C)c(NC(=O)CSc2nc3ccncc3[nH]2)c(C)c1
-7.8,COCc1cn(CC2CCN(C(=O)NCc3ccccc3F)CC2)nn1

# Other results follow:
ROC1-CUL1 inh,compound
1.2,CC(=O)N1CCC(N2CCCC(CCc3ccccc3C)C2)CC1 (stereo unspecified)
-1.5,CC1CCCCN1S(=O)(=O)c1ccc(C(=O)Nc2ccc(NC(=O)c3ccc(S(=O)(=O)N4CCCCC4C)cc3)cc2)cc1 (stereo unspecified)
8.8,CCOC(=O)C1(C#N)C(c2ccccc2)C(OCC)(OCC)C1(OCC)OCC (stereo unspecified)
4.3,O=C(Nc1ccccc1)c1ccc(-c2ccc(Br)cc2)o1
-4.1,Cc1cc2c(cc3c(SCC(=O)Nc4ccc(Cl)cc4F)nncn32)o1
9.5,Cc1cc(NC(=O)c2ccc(NC(=O)C(C)Oc3ccccc3)cc2)no1 (stereo unspecified)
-12.0,S=C1N=C2c3ccccc3CCC2C(c2cccs2)N1 (stereo unspecified)
-10.2,COc1ccc(-c2nc3n(n2)C(c2ccc(OC)c(OC)c2)C(C(=O)Nc2cccnc2)C(C)=N3)cc1 (stereo unspecified)
-3.2,COC(=O)c1sccc1NS(=O)(=O)c1ccc(F)c(F)c1
-6.5,OC(c1ccc2c(c1)CN(Cc1ccccn1)CCO2)C(c1ccccc1)c1ccccc1 (stereo unspecified)
89.6*,C#CCOc1cc(Br)c(/C=C2/C(=O)N(c3cccc(C(=O)O)c3)N=C2c2ccccc2)cc1OC
0.5,COc1ccc(-n2ncc(C(=O)Nc3ccc4c(c3)OCCO4)c2C2CCN(C(=O)OC(C)(C)C)CC2)cc1
-0.1,CCCOc1ccc(C(=O)C2C(=O)C(=O)N(CCN(C)C)C2c2cccs2)cc1 (stereo unspecified)
-5.3,COCCC(=O)N1CCCCC1C(=O)Nc1ccc(-n2nc(C)cc2C)cc1 (stereo unspecified)
1.7,COc1cccc(/C=C/c2nc(C#N)c(N3CCCCC3)o2)c1
2.2,Cc1cccc(CN2CCCC3(CCN(C(=O)/C=C/c4cccnc4)C3)C2)c1 (stereo unspecified)
-6.0,CC1(C)Oc2cc([N+](=O)[O-])c([N+](=O)[O-])cc2O1
0.8,CSc1nc(-c2ccc(F)cc2)nc2c1Cc1c(CO)cnc(C)c1O2
4.5,COc1cccc(CNCc2c(C(=O)O)n(Cc3ccc(C)cc3)c3cc(C)ccc23)c1OC
8.4,Cc1cc2c(cc1S(=O)(=O)N(CCN(C)C)Cc1ccccc1)OCC(=O)N2
6.4,O=C(Nc1ccc2c(c1)CN(C(=O)Cn1cncn1)CC2)C1CCCO1 (stereo unspecified)
2.3,NC(=O)c1ccccc1NS(=O)(=O)Cc1ccc(F)cc1
14.8,CCOC(=O)c1cc(S(=O)(=O)N2CCN(c3ccc(OC)cc3)CC2)[nH]n1
4.5,CCOC(=O)C1C(C)=NC(=O)NC1c1ccccc1C(F)(F)F (stereo unspecified)
-3.5,O=S(=O)(c1c(N2CCCC2)ccc2nonc12)N1CCCC1
-1.9,O=C(/C=C/c1cccs1)c1ccc(OS(=O)(=O)c2cc(Cl)ccc2Cl)cc1
-2.7,O=C1CC(CSc2ncn[nH]2)=Nc2ccc(F)cc21
1.4,C=C(C)CN(CC)C(=O)c1coc(COc2cccc(C(F)(F)F)c2)n1
2.2,Cn1c(=O)[nH]c(=O)c2c(-c3ccc(Cl)cc3)ccnc21
73.2*,O=C1NN(c2ccc(Cl)c(Cl)c2)C(=O)/C1=C/c1cc(Br)ccc1O
1.4,Cn1cccc1-c1nc2ccccc2n1C
6.7,CCOC(=O)c1cnc(-c2ccc(Br)cc2)nc1Cl
2.4,Brc1ccc(CSc2nnc(-c3cnccn3)n2Cc2ccco2)cc1
3.8,Cc1cccc(-c2nn3c(=O)cc(CN4CCN(S(=O)(=O)c5ccc(Cl)cc5)CC4)nc3s2)c1
-4.7,O=C(NC1CCC(O)CC1)c1ccc2oc(Cc3ccc(Cl)cc3)nc2c1 (stereo unspecified)
13.8,C1=C(c2ccccc2)SNS1

# 3 entries already listed, ordered by the value under ROC1-CUL1 inh, low to high.
Compound	ROC1-CUL1 inh
O=C(O)c1ccccc1C(=O)c1nc(-c2ccccc2)no1	4.1
O=C(CN(C1CCCCC1)S(=O)(=O)c1ccc(Br)cc1)N1CCN(c2ccccc2)CC1	8.7
O=C1NN(c2ccc(Cl)c(Cl)c2)C(=O)/C1=C/c1cc(Br)ccc1O	73.2*

# Some of these compounds in order of count of non-hydrogen atoms, lowest first:
ROC1-CUL1 inh,compound
5.8,CCCN1CCC(NC(=O)c2ccccc2OC)CC1
-15.3,Cc1ccccc1-c1nnc(CN2CCN(c3cc(Cl)ccc3C)CC2)o1
-4.2,O=C(CCCc1ccccc1)Nc1ccnn1C1CCN(C(=O)C2CC2)CC1
-9.2,CCn1cc(C(=O)OCC(=O)Nc2cccc(C(C)=O)c2)c(=O)c2ccc(C)nc21
1.9,COc1cccc(NC(=O)CN(CCc2ccccc2)S(=O)(=O)c2ccc(Cl)cc2)c1

# Quoted from the listing.
# Value for Cn1c(=O)[nH]c(=O)c2c(-c3ccc(Cl)cc3)ccnc21 in ROC1-CUL1 inh: 2.2
# Value for C1=C(c2ccccc2)SNS1 in ROC1-CUL1 inh: 13.8

# Other compounds
ROC1-CUL1 inh,compound
0.8,CSC1=N/C(=C\c2ccc(C)s2)C(=O)S1
-0.2,O=C(NCCN1CCCCC1)c1cc2ccccc2[nH]1
-0.7,COc1cc(/C=C2/C(=O)NN(c3ccccc3)C2=O)cc(Br)c1OC(C)=O
-5.9,COc1cccc(C2C(C(N)=O)C(C)=Nc3nc(CCCO)nn32)c1 (stereo unspecified)
16.5,CC(=O)N1c2ccccc2N(CC(=O)c2ccccc2)C(=O)CC1C (stereo unspecified)
1.8,CCOC(=O)c1ccc(N)c(OCC)c1
2.7,Cc1ccc(N2NC(=O)/C(=C/c3cccn3-c3ccc(S(N)(=O)=O)cc3)C2=O)cc1
-0.9,Cc1cc(=O)cc(-c2ccccc2)o1
9.4,O=S(=O)(Cc1c(F)cccc1Cl)N1CCCCC1
-7.8,CCCCn1c(=O)nc2n(-c3ccc(F)cc3)c3ccccc3cc-2c1=O
5.1,CN1CCC(N(C)C(=O)CCC2CCCN(C(=O)CC34CC5CC(CC(C5)C3)C4)C2)CC1 (stereo unspecified)
6.2,CCOC(=O)N1C(=O)C2(CCCCC2)N(c2ccccc2Cl)C1=S
-0.7,COc1ccc(C2Nc3ccccc3-c3nnc(SC)nc3O2)cc1C (stereo unspecified)
7.7,Cc1cc(C(=O)Nc2ccc(C(C)C)cc2)c(C)o1
3.1,CN(C(=O)c1cc(C(=O)N(C)C2CCCCC2)cc([N+](=O)[O-])c1)C1CCCCC1
10.0,Cc1ccc(CNC(=O)c2ccc3c(c2)NC(=O)C(S(=O)(=O)c2ccccc2)C3=O)cc1 (stereo unspecified)
-3.9,COc1ccc(CCNc2nc3ccc(C)cc3n3cnnc23)cc1OC
-4.3,Cn1c(=O)oc2cc(S(=O)(=O)N3CCCC(C(=O)N4CCN(c5ccccc5F)CC4)C3)ccc21 (stereo unspecified)
2.0,COc1cccc(Nc2nc(N)nc(CN3CCC(C)CC3)n2)c1
10.5,Cn1c(=O)c2c(n(C)c1=O)[n+](C)cn2CC(=O)c1ccccc1
7.1,Cn1cnnc1SCC(=O)Nc1ccc2c(c1)OCO2
6.5,CCOC(=O)CC(=O)N1CCc2ccccc21
8.5,O=C(Nc1nnc(COc2ccc(Cl)cc2)s1)C1CCCO1 (stereo unspecified)
-0.9,CCCCC(CC)C(=O)Nc1cccnc1 (stereo unspecified)

# Part of the list above, as tab-separated lines.
mol	ROC1-CUL1 inh
CN(C(=O)c1cc(C(=O)N(C)C2CCCCC2)cc([N+](=O)[O-])c1)C1CCCCC1	3.1
Cc1ccc(CNC(=O)c2ccc3c(c2)NC(=O)C(S(=O)(=O)c2ccccc2)C3=O)cc1 (stereo unspecified)	10.0
COc1ccc(CCNc2nc3ccc(C)cc3n3cnnc23)cc1OC	-3.9
Cn1c(=O)oc2cc(S(=O)(=O)N3CCCC(C(=O)N4CCN(c5ccccc5F)CC4)C3)ccc21 (stereo unspecified)	-4.3
COc1cccc(Nc2nc(N)nc(CN3CCC(C)CC3)n2)c1	2.0

# (further entries)
ROC1-CUL1 inh,compound
13.2,COc1cc2c(cc1OC)/C(=C/CC1(C)C(=O)CCC1=O)CCS2
-6.3,Cc1ccc(Cl)cc1NC(=O)C1C2CCC3C(CCC21)C3(Cl)Cl (stereo unspecified)
2.0,O=C(/C=C/c1ccccc1Cl)NCC1CCC2(CCN(Cc3ccccc3F)CC2)O1 (stereo unspecified)
2.8,CCn1ccnc1CN1CCC(C2CCN(CCc3ccccc3)C2)CC1 (stereo unspecified)

# A portion of the library; count on the stated rates, not on these rows.
